High-throughput results from PubChem BioAssay.
TWEAK Fn14 block: TWEAK-Fn14 signaling inhibition; TWEAK-stimulated Fn14 reporter cells, luciferase luminescence, 8 h; inhibition, % at 10 µM; actives 2% (n = 360,000); in the data active = inhibition above about 50%
SRC2 inh: inhibits human steroid receptor coactivator 2; actives 0.17% (n = 370,000); inhibition, % at 9 µM; HEK293 GAL4-SRC2 luciferase reporter, luminescence;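 active = inhibition above the mean inhibition of all tested compounds plus 3 SD, set per campaign, cut at about 52% in these data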;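 note: 0% = DMSO treated cells and 100% = cells given Gossypol at 36 µM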
TRAIL sens C8: sensitizes caspase-8 expressing cells to TRAIL; inhibition (viability loss, TRAIL sensitization), % at 10 µM; NB7+C8 cells + TRAIL, ATPlite viability luminescence; actives 1% (n = 360,000); AID 624354;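 active = compounds causing at least 50% loss of cell viability in the single-dose screen, relative to plate controls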
TROY NFkB inh: blocks TROY-dependent signaling in reporter cells. Q293 LMP1-TROYcd NF-kB luciferase reporter, 4 h. AID 1347056. inhibition, % at 10 µM. actives 0.98% (n = 360,000);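 active = compounds whose plate-normalised and pattern-corrected inhibition of the luciferase reporter signal at the single screening dose is 50% or more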
LRH-1 inv ag: NR5A2 inverse agonism in reporter assay; O00482; HEK293T StAR-luciferase reporter, LRH-1 transfected, 24 h; inhibition, % at 3.6 µM; actives 0.13% (n = 360,000); AID 602396;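 active = inhibition above the mean inhibition of all tested compounds plus 3 SD, cut at about 73% in these data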;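 note: 0% = DMSO wells and 100% = reporter-only cells lacking LRH-1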
NR2F2 inh: NR2F2 (human) inhibition, primary screen; actives 0.7% (n = 370,000); HEK293T NGFI-A luciferase reporter, luminescence; AID 686940; P24468; inhibition, % at 8.6 µM;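 active = inhibition above a per-plate cutoff, mean inhibition of test wells between control levels plus 3 SD, cut at about 38% in these data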;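 note: cells cotransfected with COUP-TFII expression vector driving the NGFI-A reporter; 0% = median of COUP-TF2 test wells and 100% = reporter-only cells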
LMP1 NFkB inh: reduces LMP1-driven NF-kappaB luciferase signal. actives 0.69% (n = 350,000). AID 504558. inhibition, % at 12.5 µM. LMP1-induced NF-kappaB luciferase reporter cells, luminescence; in the data active = inhibition above about 41%;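 note: 0% = neutral control wells and 100% = reference inhibitor control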
CF NFkB block: blocks PAF-induced NF-kB reporter in cystic fibrosis cells; KKLEB NF-kB-GFP reporter, GFP fluorescence overnight; inhibition, % at 5 µM; actives 0.86% (n = 360,000); AID 588850;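 active = at least 50% inhibition at 5 µM, scaled per plate between neutral and stimulator controls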;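 note: PAF is a Pseudomonas aeruginosa culture filtrate used as stimulus; plate controls were PAF-stimulated DMSO wells for no effect and unstimulated DMSO wells for full effect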
NCOA3 inh: inhibits human SRC3 coactivator. Q9Y6Q9. actives 0.17% (n = 360,000). inhibition, % at 3.6 µM. HEK293 GAL4-SRC3 luciferase reporter, luminescence. AID 588352;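 active = inhibition above a per-campaign cutoff, the mean of all compounds plus 3 SD, cut at about 60% in these data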;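 note: 0% = DMSO-treated cells and 100% = gossypol-treated cells at 36 µM; higher means less SRC3-driven luciferase light from the GAL4 reporter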
NCOA1 inh: inhibitors of human steroid receptor coactivator 1 (SRC1). Q15788. HEK293 GAL4-SRC1 luciferase reporter, luminescence. inhibition, % at 3.6 µM. actives 0.12% (n = 360,000). AID 588354;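 active = inhibition above the campaign mean plus 3 SD, with each screening campaign given its own cutoff, cut at about 60% in these data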;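 note: 0% = DMSO treated cells and 100% = gossypol at 36 µM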
KKLEB tox: counter-screen for CF NF-kB inhibitors: cytotoxicity; actives 0.36% (n = 360,000); activity change (cytotoxicity), % at 5 µM; KKLEB CF airway cells viability, ATPlite luminescence, overnight; hits give low values; cells stimulated with P. aeruginosa culture filtrate;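 active = corrected activity change at or below -50% at 5 µM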
An asterisk follows results filed as active; . = no result given.

SMILES	TWEAK Fn14 block	SRC2 inh	TRAIL sens C8	TROY NFkB inh	LRH-1 inv ag	NR2F2 inh	LMP1 NFkB inh	CF NFkB block	NCOA3 inh	NCOA1 inh	KKLEB tox
O=S(=O)(c1cccc(C(F)(F)F)c1)N1CCC(O)(c2cccnc2)CC1	-9.7	-21.5	-5.5	24.5	-19.6	-2.5	-3.3	-5.4	24.8	3.3	5.2
CC1C=CCC2C(=O)N(c3ccccc3OC(=O)c3ccco3)C(=O)C12 (stereo not drawn)	7.2	-7.8	0.5	-0.9	10.4	-10.5	6.2	-19.9	-7.6	-3.0	4.5
Cc1onc(-c2ccccc2Cl)c1C(=O)Nc1ccc(S(=O)(=O)NCC2CCCO2)cc1 (stereo not drawn)	9.4	-3.1	-6.5	7.7	25.9	10.9	-4.8	14.6	-1.3	10.5	-8.7
O=C(NNc1nc(Nc2ccccc2)nc(N2CCOCC2)n1)Nc1ccc(Cl)cc1	15.7	-9.3	-2.3	-0.9	5.2	-7.6	-1.5	32.5	5.5	-4.4	-22.3
C=CCn1c(=O)c(C(=O)Nc2cc(C)ccn2)c(O)c2ccccc21	-2.6	-5.0	7.2	16.4	-9.1	-23.8	9.7	2.2	-4.8	16.9	16.9
COc1ccc(C(=O)COc2ccc(C(C)=O)cc2OC)cc1OC	1.2	-15.6	-4.4	-10.4	16.6	8.5	8.8	4.0	8.8	8.1	2.2
O=C(NC1CCCC1)c1cccc(S(=O)(=O)N2CCCCC2)c1	17.7	10.2	9.0	-1.6	-29.0	0.1	-9.1	8.9	4.6	6.1	7.4
O=C1CCC(=O)N1c1ccc(S(=O)(=O)Nc2cccc([N+](=O)[O-])c2)cc1	-2.9	11.3	-25.6	16.6	-11.6	13.8	3.5	-14.9	4.5	10.1	-0.9
CC(C)(C)NC(=O)CN(CCc1ccccc1)C(=O)c1csnn1	-0.8	-18.7	1.3	1.9	9.1	30.9	-4.0	16.9	6.0	-16.4	-6.9
COc1cccc(C(C(=O)NC2CCCC2)N(CC2CCCO2)C(=O)Cc2cccs2)c1 (stereo not drawn)	-0.6	16.4	0.1	-17.9	-4.6	-9.0	9.9	13.7	13.2	7.8	0.2
NS(=O)(=O)c1ccc(CCNC(=O)C2CCCN2C(=O)c2cccs2)cc1 (stereo not drawn)	-10.8	-1.9	1.0	0.9	1.0	-4.7	1.5	-13.4	-7.2	10.1	2.3
CCC(C)NC(=O)c1cn(CC)c2ccc(S(=O)(=O)N3CCCCCC3)cc2c1=O (stereo not drawn)	7.8	-5.9	9.4	-1.7	13.7	-10.3	-3.8	-0.4	9.9	0.8	8.2
O=C(Nc1nnc(Cc2ccccc2)s1)C1CCC1	-5.6	1.8	-7.4	11.1	-6.7	-4.4	-3.5	5.3	0.1	-29.6	-5.0
Cc1ccc(N2CC(C(=O)Nc3ccc(S(=O)(=O)N4CCOCC4)cc3)CC2=O)cc1Cl (stereo not drawn)	-1.6	6.6	14.5	-30.4	-0.7	-3.8	3.2	-9.4	-9.6	-26.2	1.4
COc1ccc(N2CCN(C(=O)CNC(=O)c3cccc(Br)c3)CC2)cc1	11.5	-12.2	-12.9	2.2	5.8	1.9	-10.3	-0.2	0.0	-3.7	8.1
COc1ccc(CN2CCN(C(=O)CCC(=O)Nc3nnc(C(C)C)s3)CC2)cc1F	-15.9	-24.3	9.7	6.6	21.0	7.1	3.2	4.9	26.2	-6.2	-2.3
O=C(Nc1nccs1)c1ccc(-c2ccc(Cl)cc2)o1	22.7	-54.6	80.5*	-53.0	-154.0	-28.4	-36.4	-51.7	-98.6	-117.7	-36.3
CC(=O)Nc1cc(C(=O)N2CCN(C)CC2)ccc1S(=O)(=O)c1ccc(C)cc1	1.5	5.2	-3.8	-1.0	2.4	-14.9	1.2	-7.0	-17.9	-20.5	4.0
Cc1ccccc1S(=O)(=O)Cc1ccc(C(=O)NCCN(C)Cc2ccccc2)o1	9.2	12.9	1.3	-29.6	-0.2	-3.0	-2.6	3.9	20.5	-7.8	4.4
CCOC(=O)c1cnc(-c2ccccc2)[nH]c1=O	-12.6	-11.1	5.2	-16.4	15.0	2.0	-6.3	2.8	20.4	3.7	-3.1
O=C1C=C(c2ccc(Cl)c(C(F)(F)F)c2)C[C@@H](c2ccc3c(c2)OCO3)C1	-29.5	-3.2	8.8	-22.9	2.0	3.0	7.1	20.6	6.3	1.2	4.0
CC1(C)CC(=O)C(C(=S)Nc2ccc(F)cc2)=C(NCCN2CCOCC2)C1	-11.1	-9.6	-2.2	10.7	-0.1	7.1	13.7	-11.1	21.1	2.0	-4.2
O=C(COC(=O)c1cnccn1)Nc1ncc(C(F)(F)F)cc1Cl	12.7	12.8	-18.9	-13.4	-2.9	2.3	-0.9	18.9	-23.6	-1.1	-5.3
Cc1ccc(Cn2c(C)c(C(=O)NCc3cccs3)sc2=O)cc1	-21.3	18.4	-2.3	7.5	-3.5	6.8	.	3.6	7.6	-5.1	-13.7
CC(C)NC(=O)c1ccccc1NS(=O)(=O)c1ccc(Br)s1	-2.5	-10.9	8.6	-6.3	2.4	-2.3	17.3	23.8	6.6	-19.0	0.2
N/C(=N\OC(=O)c1ccc(F)cc1)c1ccccc1	-29.4	-7.1	1.0	-15.0	-35.7	-21.8	-38.1	-4.0	-97.4	-89.3	-1.9
Cn1c(=O)cc(SCC(=O)N2CCOCC2)c2ccc(Cl)cc21	-14.2	2.2	5.7	-41.5	14.9	-35.2	-9.9	-14.8	11.1	6.1	3.8
C=CCNC(=S)NNC(=O)C(CCCC)CC(O)COCC(C)C (stereo not drawn)	-17.8	19.2	0.4	-8.2	0.5	-6.2	-1.5	-14.8	5.2	-1.5	9.5
CCc1cccc(C)c1N(C(=O)Cn1c(CO)nc2ccccc21)C(C)COC (stereo not drawn)	-17.5	-15.3	-4.3	-1.6	0.2	-24.0	-7.7	-1.6	-2.7	-5.6	3.2
Cc1ccc(S(=O)(=O)Nc2ccc3[nH]c(=O)[nH]c3c2)c(C)c1	6.1	24.1	3.3	-25.2	-11.1	-22.8	3.2	5.2	-14.7	-11.0	5.6

Molecules shown so far containing bromine (two):
SMILES	TWEAK Fn14 block	SRC2 inh	TRAIL sens C8	TROY NFkB inh	LRH-1 inv ag	NR2F2 inh	LMP1 NFkB inh	CF NFkB block	NCOA3 inh	NCOA1 inh	KKLEB tox
COc1ccc(N2CCN(C(=O)CNC(=O)c3cccc(Br)c3)CC2)cc1	11.5	-12.2	-12.9	2.2	5.8	1.9	-10.3	-0.2	0.0	-3.7	8.1
CC(C)NC(=O)c1ccccc1NS(=O)(=O)c1ccc(Br)s1	-2.5	-10.9	8.6	-6.3	2.4	-2.3	17.3	23.8	6.6	-19.0	0.2

Remaining list, next part
SMILES	TWEAK Fn14 block	SRC2 inh	TRAIL sens C8	TROY NFkB inh	LRH-1 inv ag	NR2F2 inh	LMP1 NFkB inh	CF NFkB block	NCOA3 inh	NCOA1 inh	KKLEB tox
CCc1ccc(OCC(=O)NNC(=O)c2nn(CC)c(=O)c3ccccc23)cc1	6.9	4.5	-4.6	-5.2	3.9	-8.1	21.8	-22.6	3.8	0.7	-8.4
COc1ccc(C(=O)/C=C/Nc2cccc(O)c2)cc1	51.9*	-40.3	61.7*	-50.4	-53.7	-90.0	-34.7	-0.8	-81.7	-104.9	-11.4
COc1ccccc1C(=O)Nc1ccc(OCC(=O)N2CCCCC2)cc1	-17.0	19.1	11.4	-18.7	-33.5	10.7	3.0	26.2	-25.1	-27.7	-14.1
CN(CC1COc2ccccc2O1)C(=O)c1cc(COc2c(F)cccc2F)on1 (stereo not drawn)	-5.2	-14.8	1.0	-25.2	4.2	-7.8	-3.5	1.4	10.3	12.6	6.1
COc1ccc(-c2n[nH]c(=S)n2-c2ccccc2C)cc1	-1.0	-6.0	-12.6	1.2	-2.6	-16.9	16.0	-5.9	-3.4	7.3	1.3
O=S(=O)(c1ccc(S(=O)(=O)n2cnc3ccccc32)cc1)N1CCCCCC1	0.7	11.9	6.7	-7.7	15.0	-16.1	2.1	-3.0	7.4	-5.4	10.9
S=c1[nH]nc(-c2cc(-c3ccccc3)n[nH]2)n1/N=C/C(Br)=C/c1ccccc1	75.4*	-0.3	-20.3	-35.7	-7.5	-0.8	.	104.4*	-20.4	-31.5	-76.9*
Cc1nc(C(=O)NNC(=O)c2ccccc2Cl)c(C(F)(F)F)o1	2.3	-10.5	28.8	-19.7	21.6	-10.8	2.4	3.8	-4.0	5.0	-14.6
COc1cc(Cl)c(C)cc1NC(=O)CSc1ccc(NC(C)=O)cc1	-9.8	12.6	-0.8	26.1	-15.8	1.7	-5.5	-19.7	-6.1	-6.2	-3.4
Cc1ccc(/C=N/Nc2nc(C)cc(C)n2)cc1	-26.9	-9.6	9.7	-7.6	6.4	-10.2	4.3	-9.3	-12.4	-17.9	-21.6
COCCN(C(=S)Nc1ccc(C)cc1)C(C)c1cccnc1 (stereo not drawn)	-2.9	-13.6	-2.8	-19.8	2.5	-22.9	-8.8	2.9	-6.8	-14.3	-15.6
O=C(Cc1ccc([N+](=O)[O-])cc1)NNC(=O)c1cccs1	36.0	-54.0	-8.3	15.2	3.4	8.9	0.5	-19.8	11.8	16.8	5.9
CCOC(=O)C1(CCCc2ccccc2)CCN(C(=O)c2cnn(CC)c2)CC1	1.0	8.7	6.0	15.8	-7.0	24.0	-26.3	4.7	18.5	5.7	5.5
O=C(OCC(=O)N1CCOCC1)c1ccccc1SCC(=O)N1CCCC1	-7.6	3.2	-0.9	-4.2	-10.6	-4.3	-8.0	8.9	-4.3	-15.0	-0.6
CCCN(C(=O)Cc1c(C(=O)O)n(C)c2ccccc12)c1cccc(C)c1	2.0	2.2	-9.3	-0.4	7.8	4.7	6.1	0.8	-0.6	10.6	8.9
COc1cc(C#Cc2c(-c3ccccc3)n(C)c3ccccc23)cc(OC)c1	9.4	-1.5	2.4	-10.6	3.5	3.1	-7.8	15.4	-7.5	-3.3	0.1
O=C(CC1SCCNC1=O)Nc1cccc(C(F)(F)F)c1 (stereo not drawn)	-3.7	-29.2	-14.8	-13.0	-17.2	-0.5	-12.8	-17.1	5.8	-18.1	8.1
O=C(OCC(=O)C12CC3CC(CC(C3)C1)C2)c1cccnc1Cl	-23.6	-24.1	21.4	-30.5	8.9	-6.7	3.6	-18.2	-4.3	-9.2	5.3
Cc1cc(NN)nc(NS(=O)(=O)c2ccccc2Cl)n1	-8.3	-13.2	-6.1	12.4	-0.1	2.6	-2.8	-11.0	14.1	13.3	3.1
COc1ccc2c(C)cc(=O)oc2c1C	-11.3	-23.8	-5.9	16.4	-2.8	-5.2	1.9	-0.6	20.3	-2.4	-6.0
CCc1cccc(CC)c1-n1c(SCn2nnc3ccccc3c2=O)nnc1-c1cccnc1	11.4	-6.0	1.5	11.5	0.0	8.3	-14.9	13.2	-19.6	-3.3	4.7
CC(C)c1ccc(C2(O)C(=O)Nc3cc(Br)ccc32)c(O)c1 (stereo not drawn)	0.9	9.3	-12.6	2.9	3.3	-12.9	-5.6	-11.0	-17.5	-11.9	6.1
COc1ccc(C2CC(=O)C(C=NCCN3CCN(C(C)=O)CC3)=C(O)C2)cc1 (stereo not drawn)	5.8	17.4	-3.6	4.1	10.3	2.3	-3.9	19.5	-5.1	-0.9	-7.5
